Calpain2 inh – calpain II (pig) inhibition; purified calpain II, fluorogenic peptide substrate, 30 min; inhibition, % at 16 µM; 220,000 tested, 0.37% active;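 active = inhibition above about 50%, limit read from the data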
TbHK1 inh – blocks Trypanosoma brucei hexokinase 1 activity | 220,000 tested, 0.11% active | recombinant TbHK1, G6PDH-coupled NADH A340 | inhibition, % at 10 µM | AID 1430;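 active = inhibition of 50% or more in the single-dose primary screen; inactive = inhibition below 50%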
14-3-3 Bad inh – disrupts binding of bovine 14-3-3 zeta to phospho-Bad peptide. P63103. TR-FRET 14-3-3zeta/Dy647-pBad peptide displacement, 1 h. inhibition, % at 21.7 µM. 220,000 tested, 0.71% active. AID 781;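 active = inhibition above about 70%, limit read from the data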;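 also: 0% = full 14-3-3 plus peptide FRET controls and 100% = background without 14-3-3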
Target sequence (P63103 whole entry, looked up): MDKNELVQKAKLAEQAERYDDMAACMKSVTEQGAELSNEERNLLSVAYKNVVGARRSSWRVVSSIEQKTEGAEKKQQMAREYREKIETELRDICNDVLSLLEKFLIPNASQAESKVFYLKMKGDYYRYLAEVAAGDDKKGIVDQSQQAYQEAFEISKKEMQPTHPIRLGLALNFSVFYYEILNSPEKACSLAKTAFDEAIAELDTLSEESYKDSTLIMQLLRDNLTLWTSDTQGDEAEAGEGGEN
EP2 antag – blocks the human prostaglandin E2 receptor EP2; inhibition, % at 25 µM; C6 glioma cells expressing human EP2, cAMP TR-FRET; cells stimulated with saturating PGE2; P43116; 260,000 tested, 0.52% active;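 active = percent inhibition above 40 after rounding to a whole number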;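 also: rat C6 glioma host cells with rolipram phosphodiesterase inhibitor present; the protocol text gives 20 µM as final concentration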
Target sequence (P43116 whole entry, looked up): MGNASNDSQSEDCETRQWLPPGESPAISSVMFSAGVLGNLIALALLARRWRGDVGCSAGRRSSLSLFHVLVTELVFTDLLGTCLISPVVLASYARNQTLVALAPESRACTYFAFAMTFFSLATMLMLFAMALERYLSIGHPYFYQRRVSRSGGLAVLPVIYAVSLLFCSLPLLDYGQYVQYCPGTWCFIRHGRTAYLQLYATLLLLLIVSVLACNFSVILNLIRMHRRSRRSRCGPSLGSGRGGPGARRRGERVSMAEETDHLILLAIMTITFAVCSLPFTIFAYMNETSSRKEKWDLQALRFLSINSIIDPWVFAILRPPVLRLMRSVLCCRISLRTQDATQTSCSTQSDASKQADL
zVAD death inh – L929 zVAD cell death inhibition. L929 zVAD necroptosis rescue, ATP luminescence, 24 h; with zVAD 60 µM. viability rescue, % at 10 µM. 220,000 tested, 0.38% active. AID 1377;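 active = activation, scaled between plate controls, above about 75%, limit read from the data; inactive = activation under that limit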;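 also: 0% = zVAD with DMSO and 100% = DMSO alone without zVAD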
Rad51 HR inh – blocks human Rad51 in homologous recombination. Q06609. hRad51 DNA strand exchange, fluorescence dequenching. 200,000 tested, 0.085% active. inhibition, % at 10 µM;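 active = inhibition above 40% at the single screening dose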;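 also: 0% = DMSO control wells and 100% = blanks with heterologous ssDNA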
Target sequence (Q06609 whole entry, looked up): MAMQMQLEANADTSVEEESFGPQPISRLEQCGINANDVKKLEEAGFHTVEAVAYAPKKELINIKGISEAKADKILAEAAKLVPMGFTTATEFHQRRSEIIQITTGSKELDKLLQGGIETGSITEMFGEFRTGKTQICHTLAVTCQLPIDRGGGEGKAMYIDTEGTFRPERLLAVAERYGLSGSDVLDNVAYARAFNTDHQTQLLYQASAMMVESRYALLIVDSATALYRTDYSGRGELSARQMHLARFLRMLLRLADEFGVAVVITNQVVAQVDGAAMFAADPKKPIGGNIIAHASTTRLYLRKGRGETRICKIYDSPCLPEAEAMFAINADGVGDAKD
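Read-out basis: percent inhibition relative to plate controls and blanks / Assay system: human Rad51 nucleoprotein filaments preassembled on unlabelled ssDNA / Timing: filaments 15 min 37 °C, then compound 30 min / Control set: per-plate controls and blanks / Technique: fluorescence dequenching at 485/520 nm / Compound: 10 µM final, single point / Also added: Fluorescein- and BHQ1-tagged 47-mer duplex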
EP2 mod – EP2 receptor (human) modulation; P43116; EP2-expressing cells, cAMP HTRF FRET, PGE2 co-stimulation; induction, % at 25 µM; 260,000 tested, 0.83% active; AID 940;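 active = compounds whose cAMP rise, as percent of the full-agonist control response, exceeds 60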;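 also: rat C6 glioma line stably carrying human EP2 under a CMV promoter; the protocol text gives 20 µM as final concentration; 100% = response of wells given 1 µM PGE2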
eIF4E-4G inh – inhibitors of eIF4E and eIF4G interaction in translation initiation. P63073+Q04637. TR-FRET eIF4E-eIF4GI(517-606) binding, 2 h. inhibition, % at 21.7 µM. 220,000 tested, 0.37% active. AID 782;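 active = inhibition above about 30%, limit read from the data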;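 also: 0% = full FRET control wells and 100% = background wells lacking eIF4GI fragment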
Hck-Nef inh – blocks Nef-activated human Hck kinase; 220,000 tested, 0.68% active; inhibition, % at 20 µM; Recombinant Hck-YEEI plus Nef, Z-Lyte FRET kinase assay; P08631;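 active = Hck-Nef kinase inhibition above about 50%, limit read from the data; inactive = inhibition below that limit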;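 also: 0% = DMSO with Hck plus Nef and 100% = Hck alone without Nef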
* marks the source's active call; other numbers are inactive results; i = inactive; nt = no result given; & = joins results of further samples; [ ] = remark or other dose.

SMILES | Calpain2 inh | TbHK1 inh | 14-3-3 Bad inh | EP2 antag | zVAD death inh | Rad51 HR inh | EP2 mod | eIF4E-4G inh | Hck-Nef inh
O=C(O)c1nc(N2CCCCC2)ncc1Cl | -36.1 | -7.7 | 13.8[fluorescence artefact?] | 12.0 | 0.0 | -2.5 | 15.7 | 1.6[fluorescence artefact?] | -0.2
Clc1ccc(/C=N/Nc2ncnc3nc[nH]c23)cc1 | 23.9 | -70.6 | 3.2 | 1.6 | 78.1* | 17.4 | -35.3 | 66.0* | 84.1*
CCC(=O)Nc1ccc(S(=O)(=O)Nc2ccc(Cl)nn2)cc1 | 3.9 | 33.0 | -22.6 | 7.1 | 1.4 | 4.4 | 30.1 | -0.3 | 3.1
CCOC(=O)C1(Cc2cccc(Cl)c2)CCCN(C(=O)c2cccnc2)C1 (stereo not drawn) | -27.4 | -5.9 | -7.0 | 10.4 | 0.1 | 5.7 | 7.3 | 1.9 | 20.9
CCC(Oc1ccccc1)C(=O)N1CC(C)CC(C)C1 (stereo not drawn) | -0.4 | 5.3 | 11.8 | 5.5 | -0.6 | 7.6 | 26.7 | -5.3 | 15.0
C#CCOCCOCCOCCNc1nc(N2CCN(C(=O)[C@H](CCCCN)n3cc([C@@H](N)CC(C)C)nn3)CC2)nc(N2CCN(C(=O)[C@H](CCCCN)n3cc([C@@H](N)CC(C)C)nn3)CC2)n1 | -17.6 | 5.5 | 30.2 | 9.3 | 0.4 | -10.8 | 10.5 | -0.6 | 16.3
COc1ccc(C(=O)Cn2c(C)nc([N+](=O)[O-])c2Br)cc1 | 14.4 | -29.4 | 5.1 | 10.1 | -1.1 | -1.3 | -6.3 | -1.7 | 19.0
O=C(COc1ccc(S(=O)(=O)NC2CCCCC2)cc1)NCCC1=CCCCC1 | -9.6 | -0.4 | -8.0 | 11.2 | 0.3 | -1.2 | 11.4 | 5.2 | -6.4
O=[N+]([O-])c1ccccc1S(=O)(=O)n1nnc2ccccc21 | -15.7 | -3.1 | 0.6 | 5.5 | -0.2 | 1.7 | 14.8 | 1.6[fluorescence artefact?] | 1.7
CCOC(=O)C(Cc1ccccc1)C(=O)Nc1ccccc1C (stereo not drawn) | -16.4 | -0.1 | -8.5[fluorescence artefact?] | 7.3 | -0.2 | -0.3 | 8.2 | 14.0[fluorescence artefact?] | 0.9
CCOC(=O)c1c(CSc2ccc(C)cc2)oc2ccc(O)cc12 | 4.5 | 31.2 | -4.6 | 2.6 | 2.5 | -4.9 | 32.7 | 19.4[fluorescence artefact?] | 4.3
COc1ccc2oc(=O)c(C(=O)N3CCc4ccccc43)cc2c1 | 5.9 | 2.9 | 1.6 | 3.3&8.0 | 0.2 | 0.8 | 0.5&-27.5 | 2.7 | -0.5
O=C(NCCc1ccccc1)C1CCN(S(=O)(=O)c2cccc3nsnc23)CC1 | 13.4 | 8.3 | -4.6 | nt | -0.4 | nt | -9.2 | 9.4 | 1.8
Cc1ccccc1OCC(O)Cn1c(NCCN(C)C)nc2c1c(=O)n(C)c(=O)n2C (stereo not drawn) | 2.4 | 6.3 | -0.4 | 7.1 | 1.4 | nt | -5.2&-48.7 | 1.2 | 0.3
CCOC(=O)Cc1c(C)nc2cc(-c3ccc(Cl)cc3)[nH]n2c1=O | -1.8 | -1.1 | -2.1 | 11.7 | -0.2 | 4.9 | 13.5 | -9.3 | 5.4
O=C(c1ccc(-c2ccccc2)cc1)N1CCN(Cc2ccccn2)CC1 | -5.8 | -4.8 | 1.6 | 13.1 | 1.1 | 3.1 | -16.6 | -1.3 | 5.6
CCOC(=O)Cn1c(=O)oc2cc(S(=O)(=O)N3CCN(C(=O)c4ccco4)CC3)ccc21 | 22.3 | -0.6 | -1.7 | 5.5 | nt | nt | 15.9 | 1.8 | 7.4
CCC(C)NC(=O)C1c2ccccc2C(=O)N1Cc1cc(OC)ccc1OC (stereo not drawn) | -8.6 | -1.2 | 4.5[fluorescence artefact?] | 4.9 | 0.1 | 1.2 | -9.8 | -0.2 | 1.5
CCOc1cc(C)c(S(=O)(=O)Nc2ccc(F)cc2)cc1C | 39.3 | 11.2 | 7.2 | 5.7 | 0.2 | -3.7 | -27.7 | 4.2[fluorescence artefact?] | 1.3
O=C(CC1CCCCC1)NCc1ccc(F)cc1 | -33.3 | -2.7 | -14.2 | 5.9 | 0.2 | 10.9 | 14.6 | -3.3 | 3.8
CCC(C)(C)N=C(NC#N)Nc1cccnc1 | 21.1 | nt | 1.1 | 13.8 | nt | -2.5 | nt | 6.6 | nt
Cc1nc2ncnn2c(C)c1CCC(=O)Oc1ccccc1 | 0.3 | -8.2 | 0.7 | 7.1 | 1.1 | -0.4 | 11.9 | 3.4 | -1.6
Cc1ccc(CN(C)C(=O)CC2C(=O)NCCN2CC2CCCCC2)cc1 (stereo not drawn) | -26.7 | -9.1 | -7.9 | 5.5 | 0.4 | nt | -25.9 | -2.4 | -3.5
Cc1cc(C)cc(NC(=S)N2CCC(N(C)CC3CCCO3)CC2)c1 (stereo not drawn) | -2.4 | -0.1 | -6.1 | 6.2 | -0.7 | 8.4 | 2.0 | 2.2 | 0.8
O=C(CSCC(=O)NC1CCCC1)Nc1ccccc1 | 30.3 | -4.1 | -2.2 | 5.4 | 0.7 | 4.3 | -4.7 | 2.1 | 2.2
CSc1ccc(C2Nc3ccccc3-c3cc(C)nn32)cc1 (stereo not drawn) | 27.2 | -1.3 | 7.5[fluorescence artefact?] | 9.6 | 0.5 | -0.6 | 45.4 | -6.3[fluorescence artefact?] | 2.5
C=CCn1c(NCc2cc(C)ccc2O)nc2ccccc21 | -3.5 | 1.5 | 5.3 | 11.6 | 0.9 | -8.8 | -8.2 | -1.6 | 0.5
CCC/C=N/NC(=O)c1ccccc1O | -34.4 | -10.0 | 1.2 | 8.5 | -0.1 | 1.5 | 21.7 | -3.1 | 16.8
COc1ccc(Nc2cccccc2=O)cc1 | 26.4 | -19.7 | -24.9 | 2.5 | 1.1 | -3.2 | -5.0 | 8.3 | 1.9
O=C(N/N=C/c1ccc(Cl)cc1Cl)C1CCN(c2ncc(C(F)(F)F)cc2Cl)CC1 | 11.7 | 2.7 | 13.2 | 4.8 | 0.8 | -5.8 | 35.3 | 0.2[fluorescence artefact?] | 5.6
COc1ccc(CCNCC(O)Cn2c3ccccc3c3ccccc32)cc1OC (stereo not drawn) | -30.9 | 2.1 | -5.5 | 12.1 | -1.0 | 6.3 | -60.8 | -0.3 | -34.5
O=C(Cc1cccc2ccccc12)NCCC1=CCCCC1 | 15.8 | 30.8 | -10.8 | 6.6 | 0.6 | 12.0 | -8.4 | 13.9[fluorescence artefact?] | 1.9
O=C1/C(=C\c2ccc(C(F)(F)F)cc2)CSc2sccc21 | 10.4 | -6.1 | -6.7 | 9.8 | -0.2 | 1.6 | -6.5 | -1.4 | 10.1
Cc1ccc(S(=O)(=O)N2CCC(NC(=O)c3cccc(C)c3)CC2)cc1 | 19.7 | 2.8 | -7.3 | 6.0 | 1.5 | -6.1 | -13.4 | 2.1 | 23.8
Fc1ccc(/C=N/Nc2nc(-c3cccnc3)nc3ccccc23)cc1 | -13.4 | -55.8 | 28.1 | 6.5 | 1.2 | i | -8.4 | 8.8 | 3.4
COc1cc(C2SCC(=O)N2c2nnc(C34CC5CC(CC(C5)C3)C4)s2)cc(OC)c1OC (stereo not drawn) | -66.8 | -10.3 | -8.4 | 5.3 | -0.2 | -4.0 | 50.5 | -6.5 | 1.9
O=C(COC(=O)/C=C/c1ccc(S(=O)(=O)N2CCc3ccccc32)cc1)NC1CCS(=O)(=O)C1 (stereo not drawn) | -36.9 | -7.0 | -3.4 | 4.3 | -0.5 | -4.3 | -52.7 | 2.1 | 1.0
NS(=O)(=O)c1ccc(N2N=C(c3ccccc3)CC2c2cccc(F)c2)cc1 (stereo not drawn) | -349.4 | -16.5 | 1.6[fluorescence artefact?] | 8.5 | 1.3 | -1.8 | 0.2 | 6.0 | 25.0
CCCSc1nnc(-c2cnn(-c3ccccc3)c2-n2cccc2)n1C | -7.4 | -2.8 | -11.0 | 9.6 | -0.8 | -7.6 | -33.2 | 4.9 | 2.4
N=C1C(c2nc(-c3ccc(F)cc3)cs2)=C(O)CN1Cc1ccc(Cl)cc1 | -89.3 | -38.0 | 2.3 | 14.7 | -0.7 | 2.1 | -4.3 | -18.1 | 1.8
COc1ccc(Cn2c(SCC(=O)NCc3ccco3)nc3ccsc3c2=O)cc1 | -8.8 | 15.9 | 6.5 | 4.4 | 0.3 | -7.8 | -4.8 | 3.3[fluorescence artefact?] | 0.1
Cc1cccc(NC(=O)CCC(=O)OCC(=O)c2ccc(Oc3ccc([N+](=O)[O-])cc3)cc2)c1 | 16.4 | -1.7 | 9.6[fluorescence artefact?] | 9.4 | 0.8 | nt | -10.4 | -0.8 | 4.9
COC(=O)c1ccc(Cn2nc(C)c(Cl)c2C)o1 | 0.6 | 4.4 | -1.8 | 12.6 | 0.0 | -1.4 | 7.9 | -2.2 | -0.9
COc1ccc(NC(=O)c2cc3c(=O)n4ccccc4nc3n2C)cc1OC | -121.2 | -10.9 | -10.3 | 8.2 | 8.7 | -12.8 | -41.5 | -2.5 | 23.1
O=C(Nc1cccc(F)c1)c1ccc(-c2ccccc2Cl)o1 | 30.9 | 6.3 | 0.7 | 15.9 | 13.3 | -4.1 | -32.7 | 1.7 | -8.4
Cn1ncc(N2CCN(C(=O)c3ccc(Cl)cc3)CC2)c(Cl)c1=O | 4.9 | -8.5 | -4.6 | 8.1 | 0.5 | 13.6 | 17.5 | 3.1 | 16.5
CCn1nccc1C(=O)Nc1nccs1 | 9.3 | -7.3 | 11.7 | 9.9 | 85.3* | 9.1 | -2.6 | -1.0 | 1.9
COC(=O)c1c(N2C(=O)[C@H]3[C@@H](C2=O)[C@]2(C(=O)Nc4c(C)cc(C)cc42)N2CCC[C@@H]32)sc(C)c1C | -134.2 | -5.9 | -11.5 | 6.0 | -0.8 | -9.1 | 29.3 | 4.4 | 0.7
Cc1nn(C)cc1NC(=O)Cn1nc(C(F)(F)F)cc1C1CC1 | -22.7 | -1.7 | 1.8 | 10.6 | 0.7 | nt | 19.7 | -3.8 | 6.0
COc1ccc(Nc2ccc(N3C(=O)CCCC3=O)cc2[N+](=O)[O-])c(OC)c1 | 13.3 | 2.3 | -7.5 | 4.9 | 0.5 | -13.3 | -21.6 | 3.9 | 0.9
CCc1cc(=O)oc2cc(OCC=C(C)C)ccc12 | -31.9 | -8.5 | 4.2 | 2.9 | 0.2 | -4.3 | 4.4 | 3.8 | 0.5
O=C(Nc1ccc(Oc2cccc3ccccc23)cc1)c1ccco1 | 1.8 | 5.1 | -9.0 | 13.4 | 2.9 | -6.4 | 22.5 | 10.2 | -4.1
CCOC(=O)CSc1nc2ccccc2c(=O)n1CCCCCC(=O)NCc1ccco1 | 10.4 | -10.8 | -8.2 | 5.9 | 1.2 | -0.2 | 4.8 | -2.1 | 0.0

Part of the list above, limited to EP2 antag:
| SMILES | EP2 antag |
| --- | --- |
| COc1ccc(Nc2ccc(N3C(=O)CCCC3=O)cc2[N+](=O)[O-])c(OC)c1 | 4.9 |
| CCc1cc(=O)oc2cc(OCC=C(C)C)ccc12 | 2.9 |

The list is partial; the hit share may differ from the screen's.
